BCR signal inh: blocks chronic active B-cell receptor signaling | ABC-DLBCL IkBa-CBG/CBR reporter, luminescence ratio, 4 h | Potency, µM (top dose mostly 46.1 µM), for inactives: at the top dose ratio change, negative = lower green/red ratio, actives largely listed as inhibitors | 340,000 compounds, 0.05% hits | AID 493014; active = well fitted inhibition curve with a large enough effect in the signal ratio, with a control signal flat, not every such curve was filed as active; inconclusive = small, poorly fitted or top-dose-only effect, or effect the other way, or a change in a side signal; the % refers to the signal ratio;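 note: potency is the fitted concentration of half-maximal effect; plate controls were basal doxycycline-induced cells for no effect and cells given 10 µM MG132 for full effect; MG132 reads +100%, hits lower the ratio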
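Compounds up to 46 uM were incubated four hours with TMD8 cells whose green CBG68 luciferase is fused to IkappaBalpha; red CBR luminescence normalised the signal, and concentration-effect curves were fitted to fusion, red and ratio data.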
ELG1 repair inh: blocks ELG1-dependent DNA repair in HEK293T cells; AID 504467; HEK293T ELG1-luciferase reporter, luminescence, 16 h; DNA damage induced by 5-fluorouridine; Potency, µM (series often up to 46.1 µM), for the others: top-dose activity change, negative = inhibition, usual class: inhibitors; 330,000 compounds, 2.3% hits; note: potency is the fitted concentration of half-maximal effect; % is set by controls: 0 for no effect and ±100 for the full control effect; nearly all actives have a fitted effect of over 55% in size
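HEK293T cells expressing luciferase-tagged ELG1 (2,000/well) received 5-Fluorouridine plus compound or DMSO for 16 hr at 37 °C. Luciferase was read by ONE-Glo luminescence after 30 min at room temperature.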
AT treatment: potential ataxia-telangiectasia treatments restoring KAP-1 phosphorylation; […] A-T fibroblasts, KAP-1 phosphorylation AlphaLISA; neocarzinostatin DNA damage 30 min before lysis; Potency, µM (top dose mostly 57.5 µM), without a hit: at the top dose activation, usual class: activators; 320,000 compounds, 0.19% hits; AID 485349; note: potency is the fitted concentration of half-maximal effect; % of control where 0% means no effect; nearly all actives have a fitted effect of over 45% in size
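ATM-like activity read as KAP-1 phosphorylation via AlphaLISA donor/acceptor antibody pairs after lysis and 6 hr at 25C. Cells were ATM-null patient fibroblasts ([…], hTERT), dosed 60 min, then exposed to the DSB inducer NCS for 30 min.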
TCR activator: T cell receptor activation | primary human leukocytes, anti-CD3, IL-2 HTRF, 48 h | Potency, µM (highest dose often 9.22 µM), without a hit: at the top dose activation of IL-2 secretion, hits mostly activators | 330,000 tested, under 10 active; note: % of control where 0% means no effect
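Primary human leukocytes incubated 48 hr with anti-CD3 beads plus compound, without co-stimulation. Secreted IL-2 measured by HTRF (europium cryptate/d2 anti-IL-2 pair, 320 nm excitation, 665 nm emission).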
S-ASM inh: human S-ASM enzyme inhibition; P17405; placental ASM, HMU-PC fluorogenic substrate, 60 min; Potency, µM (top dose mostly 57.5 µM), for the others: at the highest dose activity change, negative = inhibition, hits mostly inhibitors; 340,000 compounds, 0.006% hits; note: potency is the fitted concentration of half-maximal effect
Target sequence (P17405 47-631 limits assumed): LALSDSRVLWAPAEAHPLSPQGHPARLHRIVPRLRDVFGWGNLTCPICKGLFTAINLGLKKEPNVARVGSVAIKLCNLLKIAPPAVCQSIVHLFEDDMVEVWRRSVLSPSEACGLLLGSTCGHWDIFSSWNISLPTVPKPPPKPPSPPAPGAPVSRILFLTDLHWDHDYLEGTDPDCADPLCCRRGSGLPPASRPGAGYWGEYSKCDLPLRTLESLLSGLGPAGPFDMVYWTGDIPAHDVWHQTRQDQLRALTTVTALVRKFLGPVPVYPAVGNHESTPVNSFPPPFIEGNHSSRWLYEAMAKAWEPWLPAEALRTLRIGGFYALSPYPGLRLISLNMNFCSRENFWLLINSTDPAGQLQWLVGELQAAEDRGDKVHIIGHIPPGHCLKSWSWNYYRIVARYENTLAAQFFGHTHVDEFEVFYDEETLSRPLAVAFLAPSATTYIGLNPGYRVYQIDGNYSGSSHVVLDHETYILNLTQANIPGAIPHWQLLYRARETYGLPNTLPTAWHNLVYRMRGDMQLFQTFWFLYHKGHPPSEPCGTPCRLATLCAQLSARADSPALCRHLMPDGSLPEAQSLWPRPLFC
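HMU-PC0 cleavage (9 uM final) by human placental ASM, 60 min at 37 °C following 10 min compound exposure at RT; stopped at pH 10, fluorescence Ex 386/Em 447 nm.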
Eya2 phos inh: blocks the phosphatase activity of human Eya2; O00167; recombinant Eya2, OMFP fluorescence dephosphorylation (OMFP is methylfluorescein phosphate); Potency, µM (doses to about 76.9 µM), for the others: at the top dose activity, negative = inhibition, most hits filed as inhibitors; 330,000 compounds, 0.006% hits; AID 488837; note: potency is the fitted concentration of half-maximal effect; % is set by controls: 0 for no effect and ±100 for the full control effect
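Eya2 (0.2 uM) preincubated 10 min at ambient with compound, then OMFP substrate added at 50 uM; 10 min reaction in 50 mM HEPES pH 7.5, 50 mM NaCl, 5 uM MgCl2, 0.05% BSA, 1 mM DTT. Fluorescence read at Ex 485/Em 525 nm.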
a7 integrin act: activates integrin-mediated alleviation for muscular dystrophy | Potency, µM (highest dose often 38.3 µM), without a hit: at the highest dose activation, most hits filed as activators | AID 624291 | 350,000 compounds, 0.064% hits | alpha7betagal myoblasts, beta-gal FDG fluorescence, 48 h;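 note: potency is the fitted concentration of half-maximal effect; 100% = response of the positive control SU9516; nearly all actives have a fitted effect of over 60% in size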
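Alpha7betagal+/- myoblasts (passage 13) were plated 16-24 hr, then exposed to compounds (1:260 dilution of DMSO stock) for 48 hours at 37C. After MPER lysis, β-galactosidase reporter activity was read as FDG fluorescence (ex 480/em 540) after 30 minutes.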
TSHR antagonist: blocks TSH signaling through the human TSH receptor. activity change, negative = inhibition, % at 11.5 µM. P16473. TSHR-expressing cells, TSH-stimulated cAMP HTRF, 2 h; hits give low values. AID 504810. 330,000 compounds, 0.2% hits;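 active = activity change below a set negative limit, meaning inhibition stronger than a set level, cut at about -70% in these data; inconclusive = activity change between two set negative limits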; note: % is set by controls: 0 for no effect and ±100 for the full control effect
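Read-out is FRET at 665 nm (cryptate excitation 337 nm) from a cryptate-tagged anti-cAMP antibody, competed by cell cAMP against cAMP-d2. Compounds are tested on freshly harvested TSHR cells challenged with 4nM TSH (EC80) for 2 hours at 37 deg C.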
Tb PFK inh: inhibitors of T. brucei phosphofructokinase | T. brucei PFK, ADP-Glo luminescence | AID 485367 | 330,000 compounds, 0.17% hits | Potency, µM (titrated, usually from 57.5 µM), for inactives: at the highest dose activity, negative = inhibition, most hits filed as inhibitors;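 note: potency is the fitted concentration of half-maximal effect; 0% = uninhibited 1x PFK enzyme wells and -100% = no-enzyme wells; nearly all actives have a fitted effect of over 60% in size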
Target sequence (O15648 whole entry, looked up): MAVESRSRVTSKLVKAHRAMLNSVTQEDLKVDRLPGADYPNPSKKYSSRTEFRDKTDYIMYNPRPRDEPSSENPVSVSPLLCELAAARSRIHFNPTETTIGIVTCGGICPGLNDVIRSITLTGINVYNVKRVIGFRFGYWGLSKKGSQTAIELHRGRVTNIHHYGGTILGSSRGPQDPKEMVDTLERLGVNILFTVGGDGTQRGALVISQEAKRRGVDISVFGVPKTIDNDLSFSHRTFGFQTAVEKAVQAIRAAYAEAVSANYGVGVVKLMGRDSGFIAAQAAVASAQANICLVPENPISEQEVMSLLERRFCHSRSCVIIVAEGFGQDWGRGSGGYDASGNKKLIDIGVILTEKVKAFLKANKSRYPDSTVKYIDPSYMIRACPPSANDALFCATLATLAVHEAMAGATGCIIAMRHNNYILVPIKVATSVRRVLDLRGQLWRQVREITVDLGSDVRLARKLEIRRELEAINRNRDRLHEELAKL
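PFK 1.25 nM, F6P 0.5 mM, ATP 0.1 mM, 0.1 M TEA pH 8.0, 5 mM MgCl2, 0.01% Tween20, 0.1% BSA; 45 min RT. ADP-Glo readout. qHTS titration up to 57 uM; curves fitted, compounds curve-classed.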
Mito fusion act: mitochondrial division inhibition or fusion activation. Potency, µM (top dose mostly 46.1 µM), without a hit: at the top dose growth rescue (activation), hits mostly activators. S. cerevisiae fusion-defective mutant growth rescue, CellTiterGlo 48 h. 320,000 compounds, 0.23% hits;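 note: potency is the fitted concentration of half-maximal effect; % of control where 0% means no effect; nearly all actives have a fitted effect of over 45% in size; temperature-sensitive fusion mutants such as fzo1-1 at 37 °C on non-fermentable ethanol glycerol medium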
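Growth-rescue viability read-out: after 48 h at the non-permissive 37C in glycerol/ethanol YPEG, yeast mitochondrial fusion mutants are measured by CellTiterGlo luminescence; compounds (23 nl pinned per well) restoring growth score as division inhibitors or fusion activators.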
PTAP TSG101 blk: blocks PTAP/TSG101 interaction to inhibit HIV-1 budding; Q99816; Fluorescence polarization, FITC-PTAP peptide / Tsg101 binding; Potency, µM (highest dose often 115 µM), without a hit: at the highest dose activity change, negative = inhibition, hits mostly inhibitors; 340,000 tested, under 10 active; AID 493005; active = well fitted inhibition curve with a large enough effect in the main read-out, with a control signal flat, not every such curve was filed as active; inconclusive = small, poorly fitted or top-dose-only effect, or effect the other way, or a change in a side signal; inactive = no such curve, though single readings can be large or run the other way; note: potency is the fitted concentration of half-maximal effect; % of control where 0% means no effect
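Steps: Tsg101 binding domain dispensed (10 uM final), compounds pinned in DMSO, FITC-labeled PTAP-motif peptide added (50 nM final); after 20 min binding at room temperature, polarization measured.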
The depositor's hits bear a star; u = inconclusive; x = not tested or not shown; & = joins results of further samples; [ ] = another dose, or the depositor's remark. Unless noted, calls come from the whole dose curve; as a rule, active = well fitted curve in the direction sought with a large enough effect; inconclusive = small, poorly fitted or top-dose-only effect, or another doubt; inactive = no such curve, though single readings can be large; an effect the other way counts as inactive or inconclusive.

SMILES | BCR signal inh | ELG1 repair inh | AT treatment | TCR activator | S-ASM inh | Eya2 phos inh | a7 integrin act | TSHR antagonist | Tb PFK inh | Mito fusion act | PTAP TSG101 blk
CCCCCCn1c(=O)c(Cc2ccccc2)c(O)c2ccccc21 | 2% | 0% | -1% | 1% | -10% | -13% | 28% | -4 | -8% | 3% | -1%
CN(C)S(=O)(=O)c1ccc(S(=O)(=O)NCc2cccs2)cc1 | -5% | -3% | 0% | 9% | 2% | 16% | 4% | 3 | 3% | 3% | -4%
O=C1CCCN1c1ccc(C(=O)N(Cc2nnc(-c3ccccc3Cl)o2)C2CC2)cc1 | u | -3% | -8% | -4% | 7% | -4% | -14% | 21 | -13% | 2% | 1%
CC(=O)c1cn(CC(=O)Nc2ccc(C)cc2)c2ccccc12 | -15% | u | 1% | 1% | 4% | -21% | 16% | -7 | 5% | 1% | -7%
CC1CN(c2oc(Cc3cccc4ccccc34)nc2C#N)CC(C)O1 (stereo not given) | 4% | u | 3% | 7% | -3% | 1% | -23% | -16 | -5% | 9% | -10%
CCCC(CCC(=O)Nc1nccs1)C(=O)O (stereo not given) | u | 6% | -2% | -3% | -1% | -1% | 16% | 7 | 1% | -4% | 1%
COC(=O)N/N=C/c1c(C)cc(C)cc1C | 2% | 1% | 7% | 2%[46.1 µM] | -3% | 5% | -15% | -2 | 3% | 6% | -1%
Cc1noc(C)c1COc1cccc(C(=O)Oc2ccc3c(c2)OCO3)c1 | u | 1% | 11% | 0% | -8% | 11% | u | -14 | 0% | 7% | -3%
CCCOc1ccc(/C=N/Nc2ccccn2)cc1OC | -20% | u | -7% | -7% | 0% | 2% | 2% | 0 | 9% | -3% | 1%
Cc1ccc(NC(=O)COC(=O)c2cccc3c(=O)c(C)c(-c4ccccc4)oc23)cc1 | 0% | u | -2% | -8%[46.1 µM] | 3% | -5% | -12% | 34 | -2% | 10% | 1%
Cc1ccccc1CN(C)CC(=O)Nc1ccccc1Oc1ccccc1 | 5% | 4% | 22% | -3%[46.1 µM] | -2% | -6% | 17% | 7 | -4% | 19% | -2%
O=C(CCN1CCc2ccccc2CC1)c1ccc2c(c1)OCCO2 | u | -7% | 3% | 2% | 0% | -1% | -67%[inhibitor] | -25 | -13% | -2% | -2%
Cc1ccc(NCC(=O)c2ccccc2)cc1Cl | 7% | u | -2% | 6% | 1% | 15% | -36% | -1 | -17% | -8% | -4%
Cc1cc(C)c2nc(-c3ccccn3)cc(C(=O)NCc3cc(C)n(C)n3)c2c1 | -1% | 14% | 0% | x | -2% | -5% | 17% | 8 | 0% | 0% | 1%
O=C(CN1C(=O)c2ccccc2C1=O)OCC(=O)c1ccc(F)cc1 | u | u | -7% | 3% | -2% | -10% | 22% | -6 | 0% | -8% | -3%
COc1ccc(OC)c(/C=C/C(=O)OCC(=O)NCc2cccs2)c1 | 0% | -10% | 26% | 0% | 314%[activator] | 2% | -13% | -16 | -4% | 4% | -4%
CC(=O)c1cccc(N=C2NC(=O)C(CO)(CO)S2)c1 | 6% | 4% | 3% | 4% | 4% | -17% | 7% | 8 | 0% | -12% | 1%
O=C(O)CSc1nnc(C2COc3ccccc3O2)n1-c1ccccc1 (stereo not given) | 8% | -2% | u | 1% | 0% | 28%[15.4 µM] | 0%[7.66 µM] | -1 | 4% | 0% | -5%
CCCc1cc(=O)[nH]c(SCC(=O)N(CCOC)c2c(N)n(Cc3ccccc3)c(=O)[nH]c2=O)n1 | 7% | 27% | -8% | -8% | 2% | 11% | 4% | 4 | 0% | 2% | -1%
O=C(COC(=O)Cc1c[nH]c2ccccc12)Nc1c(Cl)cccc1C(F)(F)F | -26% | 8% | 4% | 2% | 0% | -3% | -12% | -3 | -4% | 0% | -6%
COc1ccc(NC(=O)c2ccc(COc3ccccc3)o2)c(OC)c1 | 9% | -15% | 6% | -3% | -3% | -2% | 0% | 2 | 0% | -4% | -2%
CN(CCOc1ccccc1)C(=O)C1CCC(=O)N(CCN2CCOCC2)C1 (stereo not given) | 1% | 0% | 2% | -8% | 0% | -11% | 15% | 22 | -1% | -3% | x
Cc1ncc([N+](=O)[O-])n1CCOC(=O)C12CC3CC(CC(C3)C1)C2 | 7% | -2% | 1% | 1% | 0% | 7% | 13% | -9 | 2% | 25% | -4%
O=C(COC(=O)/C=C/C(=O)OCC(=O)Nc1ccccc1F)Nc1ccccc1F | 0% | 0% | 7% | -2% | 8% | 10% | -14% | -10 | 6% | 1% | -5%
Cn1c2cc(Br)sc2c2cnn(Cc3c(F)cccc3Cl)c(=O)c21 | u | -14% | 4%&13% | -6% | -2% | -7%&-3% | x | -14&16 | 1%&-8% | -3% | -3%
Additional compounds
SMILES | BCR signal inh | ELG1 repair inh | AT treatment | TCR activator | S-ASM inh | Eya2 phos inh | a7 integrin act | TSHR antagonist | Tb PFK inh | Mito fusion act | PTAP TSG101 blk
Cc1ccc(Nc2nc(N)c([N+](=O)[O-])c(N3CCOCC3)n2)cc1C | 0% | 13µM* | -7% | -3%[46.1 µM] | -7% | 2% | 20% | 18 | 0% | -29% | 0%
CC(C)(C)c1ccc(C(=O)OCC(=O)NC2CC2)cc1 | 8% | 0% | -1% | 2% | -6% | -12% | -6% | 2 | -1% | 4% | -8%
O=c1[nH]c2ccc(NC(=S)Nc3ccc(F)cc3)cc2[nH]1 | 7% | u | -4% | 6% | 1% | 28% | u | -3 | -1% | 7% | -3%
CCOC(=O)C1CCN(S(=O)(=O)c2cc(Br)cc3c2N(C(C)=O)C(C)C3)CC1 (stereo not given) | -2% | -20% | 12% | -1% | 0% | 10% | 5% | -7 | 2% | 1% | -6%
CCCS(=O)(=O)c1c(S(=O)(=O)CCC)c2cnccn2c1C(=O)c1ccc(OC)cc1 | 1% | -2% | 4% | -1% | 0% | u | -20% | -5 | 3% | 1% | -4%
CCOC(=O)C1=C(C)N(C)C(=S)NC1c1cc(OC)ccc1OC (stereo not given) | u | 22% | 4% | 3% | -2% | 9% | 10% | -8 | -4% | -2% | 0%
CCOC(=O)c1c(-c2ccc(OC)cc2)cn2ccccc12 | u | 6% | 11% | -1% | 35% | 1% | 16% | -5 | -7% | -2% | -6%
O=C(O)c1ccc(-n2[nH]c3c(c2=O)CCCC3)cc1 | -16% | 5% | -1% | -5% | 1% | -5% | 16% | -15 | -5% | -2% | -3%
CCOC(=O)c1c(N)n[nH]c1-c1ccccc1 | u | -13% | -1% | -2% | 0% | 10% | 25% | -4 | -1% | 5% | 0%
CCCOc1cccc(C2C(C(=O)c3ccco3)=C(O)C(=O)N2CCCn2ccnc2)c1 (stereo not given) | -2% | 2% | -4% | -5% | 0% | -8% | -31%[inhibitor] | 8 | 3% | 0% | -4%
CN1C(=O)c2ccc(S(=O)(=O)c3ccc(C(=O)O)cc3)cc2C1=O | 3% | 15% | 7% | -3% | 6% | 11% | 31% | 1 | -3% | 0% | -5%
CCCN(CC1CC1)S(=O)(=O)c1ccc(-n2cnnn2)c(OC)c1 | 5% | u | -7% | -2% | 1% | -6% | 17% | -1 | -4% | -4% | -12%
COc1cnc(-c2ccccc2)nc1Oc1ccc(C(C)(C)C)cc1 | u | 6% | 22% | -2% | u | 20% | -31% | -6 | -6% | 9% | -3%
O=C(NCc1ccncc1)C1CCCCC1 | u | 9% | -2% | x | 4% | -6% | 9% | -14 | -7% | -3% | -6%
Cc1cccc(-n2c(-c3cccc([N+](=O)[O-])c3)nc3nc4ccccc4nc32)c1 | u | 10% | 0% | -7%[46.1 µM] | x | 4% | x | 15 | 0% | 5% | x
CC1(C)Nc2ccccc2C(=O)N1NC(=O)c1ccccc1 | 13% | -6% | 3% | -2% | 68%[activator] | 14% | 6% | 4 | 0% | -5% | 1%

Assay outcomes (PubChem)
